Assay outcomes: PubChem, several laboratories
Peg3 prom inh = Peg3 promoter-driven luciferase inhibitors, primary screen, cell-based, HeLa, luciferase luminescence. HeLa PEG-Prom luciferase reporter, overnight. inhibition, % at 20 µM. 360,000 tested, 1.7% active. AID 588405, 2011;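 active = inhibition of at least 50% at 20 µM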
HIF-2a inh = HIF-2a reporter inhibitors, primary screen, luminescence, 786-0 RCC cells. 786-0 RCC cells HIF-2a reporter, luciferase luminescence, overnight. inhibition, % at 18.8 µM. 360,000 tested, 0.72% active. AID 624352, 2012;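 active = inhibition of the luminescence signal of 40% or more relative to plate controls, in a single-dose primary screen at 18.75 µM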
hiPSC survival = enhancers of single-cell hiPSC survival, primary screen, ATPlite luminescence; 100% = ROCK inhibitor wells, 0% = DMSO; survival enhancement, % at 20 µM; 360,000 tested, 0.044% active; in the data active = survival enhancement above about 18%;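 note: cells exposed to compounds for 16 hours before the ATP read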
MITF TRPM1 inh = inhibitors of MITF-dependent TRPM1 promoter reporter, primary screen, cell-based, SK-MEL-5, single point, luciferase; SK-MEL-5 TRPM1 promoter luciferase, 24 h; inhibition, % at 12.5 µM; 330,000 tested, 0.83% active; AID 488899, 2010;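 active = mean inhibition across replicates of 60% or more, whatever share of single replicates reaches that level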; note: values of inactives mirror those of a sister screen read the other way
CF NFkB block = inhibitors of PAF-induced NF-kB signaling, primary screen, cell-based, GFP fluorescence, uHTS; 360,000 tested, 0.86% active; AID 588850, 2011; KKLEB NF-kB-GFP reporter, GFP fluorescence overnight; inhibition, % at 5 µM;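 active = at least 50% inhibition at 5 µM, scaled per plate between neutral and stimulator controls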;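 note: PAF is a Pseudomonas aeruginosa culture filtrate used as stimulus; plate controls were PAF-stimulated DMSO wells for no effect and unstimulated DMSO wells for full effect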
Shn3 3UTR inh = reduction of Shn3 3'UTR firefly luciferase signal, primary screen, Schnurri-3 inhibitor project, cell-based, Clone20 osteoblasts, set 2; Clone20 osteoblast Shn3 3'UTR firefly luciferase, 24 h; 360,000 tested, 0.52% active; inhibition, % at 12.5 µM; AID 588674, 2011;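 active = mean inhibition of at least 75% with every replicate also reaching 75%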;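 note: 0% = median of neutral control wells and 100% = pilot-screen positive control compound; some compounds past the cut are filed as inactive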
NR2E3 ag-1 = inhibitors of NR2E3-RetCOR corepressor binding, primary screen, NR2E3 agonist project, biochemical, TR-FRET, GST-NR2E3, biotin-RetCOR. Photoreceptor-specific nuclear receptor (Homo sapiens), Q9Y5X4. 1536-well. inhibition of corepressor binding, % at 4.78 µM. 320,000 tested, 0.12% active. AID 2300, 2010;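 active = percent inhibition above the cutoff of mean plus 3 SD of all tested compounds, set per screening campaign, cut at about 20% in these data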;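 note: 0% = DMSO wells and 100% = biotin wells as full block of FRET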
Target sequence (Q9Y5X4 whole entry, looked up): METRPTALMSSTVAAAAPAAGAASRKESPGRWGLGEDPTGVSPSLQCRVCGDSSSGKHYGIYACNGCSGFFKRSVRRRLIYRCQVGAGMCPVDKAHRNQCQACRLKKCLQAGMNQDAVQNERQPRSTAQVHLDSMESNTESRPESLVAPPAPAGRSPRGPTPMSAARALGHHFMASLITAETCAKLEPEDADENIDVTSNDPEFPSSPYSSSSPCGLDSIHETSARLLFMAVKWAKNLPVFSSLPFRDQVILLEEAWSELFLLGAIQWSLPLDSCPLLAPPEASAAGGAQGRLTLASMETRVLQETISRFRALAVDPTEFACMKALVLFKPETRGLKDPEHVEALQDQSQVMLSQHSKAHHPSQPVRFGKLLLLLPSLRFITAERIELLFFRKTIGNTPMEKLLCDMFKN
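Test system: GST-NR2E3 and biotin-RetCOR proteins | Quantity: 1.35 nM GST-tagged NR2E3 final | Medium: Tris pH 7.5 | Also added: 7 nM biotin-RetCOR | Dosing: Compound at 4.8 µM, single dose | Timing: 5 h at 4 °C | Detection: Time-resolved FRET | Read-out basis: Percent inhibition | Benchmarks: Biotin wells as high control, 0.6% DMSO wells as low control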
KKLEB cytotox = cytotoxicity in KKLEB CF airway cells, primary screen, cytotoxicity control for CF NF-kB inhibitor project, cell-based, uHTS, fluorescence assay plates | KKLEB CF airway cells viability, ATPlite luminescence, overnight; active compounds read low; cells stimulated with P. aeruginosa culture filtrate | activity change (cytotoxicity), % at 5 µM | 360,000 tested, 0.36% active | AID 602141, 2011;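 active = corrected activity change at or below -50% at 5 µM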
NR2E3 ag-2 = NR2E3 agonists in two-hybrid cells, primary screen, cell-based, luminescence, CHO-S, Gal4-NCOR/VP16-NR2E3. Photoreceptor-specific nuclear receptor (Homo sapiens), Q9Y5X4. AID 602229, 2012. inhibition of corepressor binding, % at 3.98 µM. 360,000 tested, 0.35% active. luciferase;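 active = inhibition above the mean of all tested compounds plus 3 SD, cut at about 70% in these data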;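 note: 0% = DMSO with NR2E3 transfected cells and 100% = cells lacking NR2E3 construct; higher means lower luciferase signal from less NR2E3 corepressor binding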
aDG glyco up = activators of alpha-DG glycosylation, primary screen, uHTS, Pro5-aDG cells, AlphaScreen. 360,000 tested, 0.22% active. activation, % at 10 µM. alpha-DG glycosylation AlphaScreen (IIH6); 0% Pro5, 100% B10-LARGE cell signal;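 active = activation of at least 8% versus controls, or a plate z-score of at least 8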;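 note: Pro5 are CHO cells carrying HIG-tagged alpha-DG that lacks glycosylation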
TWEAK-Fn14 inh = inhibitors of TWEAK-Fn14 signaling, primary screen, luciferase reporter cells, uHTS | TWEAK-stimulated Fn14 reporter cells, luciferase luminescence, 8 h | inhibition, % at 10 µM | AID 1159606, 2016 | 360,000 tested, 2% active; in the data active = inhibition above about 50%
Starred values were filed as active, the others as inactive; / = not tested or not shown.

SMILES	Peg3 prom inh	HIF-2a inh	hiPSC survival	MITF TRPM1 inh	CF NFkB block	Shn3 3UTR inh	NR2E3 ag-1	KKLEB cytotox	NR2E3 ag-2	aDG glyco up	TWEAK-Fn14 inh
CC(=O)N1c2ccc(S(=O)(=O)NCc3ccco3)cc2CC1C (centres undefined)	3	10	-0.2	7	8	-5	5	0	7	-0.1	0
CC(NC(=O)NC1CCCCC1)C(c1cccs1)N1CCN(C)CC1 (centres undefined)	1	4	0.1	1	-9	-3	4	0	-20	-0.1	4
COc1cc(C(=O)Nc2ccc3c(c2)Cc2ccccc2-3)cc(OC)c1OC	29	15	-1.6	-31	8	7	6	2	-19	0.1	-1
CCc1cc2c(SCC(=O)c3ccccc3)ncnc2s1	-190	-218	-1.6	-37	10	/	2	-4	-130	0.0	-25
CCN(CC)C(=O)CSc1nc2c(sc(=S)n2Cc2ccco2)c(=O)n1-c1ccccc1	23	19	-0.5	-5	-8	-5	3	2	-9	-0.2	-3
O=C(NNS(=O)(=O)c1ccccc1)c1cccc(F)c1	0	17	-0.4	2	21	5	6	-6	-18	-0.1	15
COC(=O)c1cccc(NC(=S)NCc2ccco2)c1	-54	-86	-1.0	-14	11	2	3	7	-44	0.2	-1
COCCN(C(=O)CC1CCCC1)c1c(N)n(CC(C)C)c(=O)[nH]c1=O	7	7	-2.8	-2	8	-7	1	-2	-3	0.0	0
Cc1ccc2cccc(CC(=O)NN)c2c1	-9	3	-1.3	/	-53	7	/	13	-19	-0.2	-16
O=C1c2cccc(Cl)c2C(=O)N1c1ccccn1	6	14	0.6	/	-1	-6	0	3	-6	-0.2	-4
Cc1ccc(N(C)C(=O)c2ccc3c(Cl)c4c(nc3c2)CCC4)cc1C	-125	-132	-1.6	/	-4	-6	6	4	-53	-0.2	8
CC(=O)Nc1c(F)cc(Br)cc1F	2	11	-0.8	4	5	9	-3	2	-33	-0.1	-2
CCc1nc2ccc(C(=O)Nc3ccc(Cl)c(Cl)c3)cn2c1N(C)Cc1ccc(OC)cc1	-96	-277	-2.0	/	42	-21	/	-31	-44	0.2	-3
CC(C)(C)Cc1c(-c2ccc(Br)cc2)nc2ccc(Cl)cn12	16	-13	-0.6	/	-2	17	/	0	-11	-0.1	-8
COCCn1c(SCC(=O)N2CCCCC2)nc2c(c1=O)SCC2	10	12	-0.5	-7	-22	2	2	0	-10	0.1	12
CCC(C)(C)NC(=O)c1cc(C(=O)OC)cc([N+](=O)[O-])c1	17	3	0.4	2	-2	-31	-1	8	22	0.3	-7
COc1ccc(NC(=O)Cn2nc(C(=O)O)c3ccccc3c2=O)cc1S(=O)(=O)N1CCCCC1	9	17	0.9	-4	13	-9	/	18	7	-0.1	-16
COc1ccc(Cl)cc1NC(=O)CSc1cccc[n+]1[O-]	15	13	-3.1	4	20	0	/	-9	-11	0.1	12
Cc1cc(SCC#N)nc2ccccc12	25	14	0.1	1	3	4	2	6	10	1.2	-2
O=C(C(=O)N1CCc2ccccc2C1)c1cn(CC(=O)N2CCCC2)c2ccccc12	7	12	1.3	-2	20	10	2	-4	-16	0.1	25
Cc1ccc(SCCC(=O)NCCSCc2ccccc2C)cc1	4	0	3.9	1	-30	8	-2	3	-10	0.0	2
CC1CCN(c2nnc(NC(=O)Cn3c(=O)oc4ccccc43)s2)CC1	-6	9	-3.0	/	13	-4	2	-6	-3	-0.1	7
NC(=S)N/N=C/c1ccccc1OC(=O)c1cc2ccccc2oc1=O	-67	-46	-0.1	-3	-18	-71	-2	10	53	0.9	-31
Cc1cn(CC(=O)NCC(C)c2ccccc2)c(=O)[nH]c1=O (centres undefined)	1	10	3.1	-16	9	13	/	-4	-2	-0.1	16
CC(C)(C)CC(=O)Nc1ccccc1N1CCN(c2ccccc2)CC1	30	15	2.1	0	6	-4	-2	-6	2	-0.2	3

Given with values under each structure: 3 of the compounds above.
Each structure is followed by: Peg3 prom inh, HIF-2a inh, hiPSC survival, MITF TRPM1 inh, CF NFkB block, Shn3 3UTR inh, NR2E3 ag-1, KKLEB cytotox, NR2E3 ag-2, aDG glyco up, TWEAK-Fn14 inh
CC(=O)Nc1c(F)cc(Br)cc1F
  2, 11, -0.8, 4, 5, 9, -3, 2, -33, -0.1, -2
CCc1nc2ccc(C(=O)Nc3ccc(Cl)c(Cl)c3)cn2c1N(C)Cc1ccc(OC)cc1
  -96, -277, -2.0, /, 42, -21, /, -31, -44, 0.2, -3
CC(C)(C)Cc1c(-c2ccc(Br)cc2)nc2ccc(Cl)cn12
  16, -13, -0.6, /, -2, 17, /, 0, -11, -0.1, -8

The main list resumes, repeating the 4 entries before the break.
SMILES	Peg3 prom inh	HIF-2a inh	hiPSC survival	MITF TRPM1 inh	CF NFkB block	Shn3 3UTR inh	NR2E3 ag-1	KKLEB cytotox	NR2E3 ag-2	aDG glyco up	TWEAK-Fn14 inh
CC1CCN(c2nnc(NC(=O)Cn3c(=O)oc4ccccc43)s2)CC1	-6	9	-3.0	/	13	-4	2	-6	-3	-0.1	7
NC(=S)N/N=C/c1ccccc1OC(=O)c1cc2ccccc2oc1=O	-67	-46	-0.1	-3	-18	-71	-2	10	53	0.9	-31
Cc1cn(CC(=O)NCC(C)c2ccccc2)c(=O)[nH]c1=O (centres undefined)	1	10	3.1	-16	9	13	/	-4	-2	-0.1	16
CC(C)(C)CC(=O)Nc1ccccc1N1CCN(c2ccccc2)CC1	30	15	2.1	0	6	-4	-2	-6	2	-0.2	3
CCn1c(SCC(=O)NCC2CCCO2)nc2c(c1=O)SCC2 (centres undefined)	8	4	-0.2	4	-8	1	-2	1	-21	0.1	-5
COc1ccc(CCN2CC(C(=O)NCc3cnn(C(C)C)c3)CCC2=O)cc1 (centres undefined)	1	6	0.2	4	-4	11	-3	9	-25	0.0	-2
CC(NC(=O)CCNC(=O)c1ccc(Br)cc1)c1ccc(S(N)(=O)=O)cc1 (centres undefined)	-8	3	-0.4	-3	12	-8	-4	1	1	-0.2	-9
COc1ccc(NC2CCCN(C(=O)c3ccc4[nH]c(C)c(C)c4c3)C2)cc1OC (centres undefined)	1	4	0.3	13	-2	-5	-3	8	-33	-0.1	-14
CCSC1=NCCN1S(=O)(=O)c1ccc(F)cc1	1	12	-1.1	-1	6	0	4	0	-14	0.0	6
O=C(CCNS(=O)(=O)c1ccccc1)OCc1ccc([N+](=O)[O-])cc1	4	17	0.9	/	-12	13	/	5	3	0.1	11
Nc1nc2sc3c(c2cc1C(=O)N1CCOCC1)CCCC3	-28	-31	-4.3	-12	4	-7	3	-1	17	0.1	-8
COC(=O)c1ccccc1S(=O)(=O)N1CCC(C(=O)OCC(=O)c2ccccc2OC)CC1	3	7	-0.3	-5	-6	-12	0	7	3	-0.1	-6
Cc1ccc2nc(C)cc(OCC(=O)O)c2c1	14	-4	6.7	9	-18	10	2	-2	7	0.0	-19
COc1ccc(-c2cc3ccc(OCC(N)=O)cc3oc2=O)cc1OC	-100	-92	-0.2	-44	-9	-49	2	7	-2	0.0	-2
CC(=O)Nc1ccc(CN2CCc3c([nH]c4ccccc34)C2c2ccccn2)cc1 (centres undefined)	6	-8	-3.2	7	-15	-5	-2	1	-12	0.1	2
COc1ccc(/C=N/NC(=O)C2C(C=C(Cl)Cl)C2(C)C)c(OC)c1 (centres undefined)	3	22	-0.5	-14	-18	0	5	8	4	0.0	18
CCn1cc(S(=O)(=O)CC(=O)Nc2cccc(C)c2)c2ccccc21	2	9	0.5	/	2	-3	0	-4	22	3.3	-4
COc1ccc(-c2ccc(CNCCCN3CCOCC3)o2)cc1Cl	-2	9	-1.8	-2	22	7	1	-19	11	1.4	-18
CCC(C)(C)NC(=O)c1ccc(Br)o1	7	15	0.7	5	-18	-24	-5	4	-26	-0.1	-6
CCn1ccnc1CN(C)Cc1cn(-c2ccc(C)cc2)nc1-c1ccc(F)cc1	-14	-20	0.3	-17	8	4	2	-12	4	0.4	-5
Cn1c(=O)cc(OCCCC(=O)N2CCN(c3ccccc3)CC2)c2ccccc21	-11	-1	4.0	-4	-13	-3	-1	21	-1	-0.2	-5
CC1(C)Cc2cccc(OCC(=O)NCCc3ccccc3)c2O1	-131	-123	-0.6	-34	7	-30	5	2	-38	-0.1	-22
O=C(NNC(=O)c1ccc(Cl)c(Cl)c1)c1ccncc1	10	0	2.4	/	-3	-127	-1	0	-13	0.0	6
COc1ccc(-c2cc(C(=O)N3CCOCC3)c3ccccc3n2)cc1OC	-1	-13	-0.2	3	6	2	-2	5	1	-0.3	-9
O=C(CCN1C(=O)/C(=C\C=C\c2ccccc2)SC1=S)Nc1ccccc1C(=O)O	-136	-111	0.1	4	2	5	5	-5	-23	-0.2	0
Cc1cc2c(c(=O)n1Cc1cccnc1)C(Cc1ccccc1)C(C#N)=C(N)O2 (centres undefined)	8	24	-1.2	8	58*	-2	3	-13	-16	-0.1	43
O=[N+]([O-])c1cc(-c2n(-c3ccccn3)c3ccccc3[n+]2-c2ccccn2)ccc1Cl	8	14	0.4	4	9	-41	3	-6	-36	0.6	18
CC(=O)Nc1ccc2nc(NC(=O)COc3ccc([N+](=O)[O-])cc3)sc2c1	1	4	-0.3	-11	-4	-1	2	1	9	0.0	3
COc1ccc(-c2csc(Nc3cc(C)ccn3)n2)cc1OC	-298	-308	-0.8	-76	-7	3	-2	3	-137	-0.1	9
